Screening results deposited in PubChem BioAssay by National Center for Advancing Translational Sciences (NCATS).
KCNH2 3.1 block – inhibitors of human KCNH2 3.1 potassium channel isoform. activity change, % (tested at about 1.8 µM). U2OS KCNH2 3.1, thallium flux FluxOr; active compounds read low. AID 720553. 0.95% of 340,000 active;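 active = maximum activity change below -70%; inconclusive = maximum activity change from -70% to -50%; inactive = maximum activity change above -50%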;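 also: thallium influx rate constant from kinetic fluorescence after stimulation buffer; % is scaled to controls: 0 for no effect and ±100 for the full control effect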
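Thallium flux read-out: FluxOr dye with Red40 quencher in HBSS/HEPES, 45 min at RT. Rate constants from kinetic reads were normalized to positive and negative DMSO controls. Cells: U2OS virally expressing the 3.1 isoform.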
TSHR antag – blocks TSH signaling through the human TSH receptor; TSHR-expressing cells, TSH-stimulated cAMP HTRF, 2 h; active compounds read low; 0.2% of 330,000 active; activity change, negative = inhibition, % at 11.5 µM; P16473;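 active = activity change below a set negative limit, meaning inhibition stronger than a set level, cut at about -70% in these data; inconclusive = activity change between two set negative limits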; also: % is scaled to controls: 0 for no effect and ±100 for the full control effect
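Freshly harvested TSHR cells receive pin-tooled compound, then EC80 TSH at 4nM final. After 2 hours at 37 deg C, antibody in lysis buffer and cAMP-d2 are added; 30 minutes at ambient temperature precede the HTRF read.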
hERG WT inh – inhibitors of human wildtype KCNH2 potassium channel | U2OS, BacMam KCNH2, thallium flux FluxOr; active compounds read low | activity change, % at 1.84 µM | 0.37% of 340,000 active | AID 720551;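 active = maximum activity change below -70%; inconclusive = maximum activity change between -70% and -50%; inactive = maximum activity change above -50%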; also: % is scaled to controls: 0 for no effect and ±100 for the full control effect
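U2OS cells transduced with wild-type KCNH2 virus are loaded with FluxOr dye for 45 min, and thallium flux is measured in kinetic reads before and after stimulation buffer. Rate constants are normalized to DMSO controls.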
Eya2 phos inh – blocks the phosphatase activity of human Eya2; O00167; recombinant Eya2, OMFP fluorescence dephosphorylation (OMFP is methylfluorescein phosphate); Potency, µM (series often up to 76.9 µM), for inactives: at the top dose activity, negative = inhibition, usual class: inhibitors; 0.006% of 330,000 active; also: potency is read from the fitted curve at half-maximal effect; % is scaled to controls: 0 for no effect and ±100 for the full control effect
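Eya2 (0.2 uM) preincubated 10 min at ambient with compound, then OMFP substrate added at 50 uM; 10 min reaction in 50 mM HEPES pH 7.5, 50 mM NaCl, 5 uM MgCl2, 0.05% BSA, 1 mM DTT. Fluorescence read at Ex 485/Em 525 nm.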
ELG1 repair inh – ELG1-dependent DNA repair inhibition | 2.3% of 330,000 active | Potency, µM (highest dose often 46.1 µM), without a hit: top-dose activity change, negative = inhibition, usual class: inhibitors | HEK293T ELG1-luciferase reporter, luminescence, 16 h; DNA damage induced by 5-fluorouridine; also: potency is read from the fitted curve at half-maximal effect; % is scaled to controls: 0 for no effect and ±100 for the full control effect; nearly all actives have a fitted effect of over 55% in size
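Luminescence from the luciferase reporter, measured 30 min after ONE-Glo reagent at room temperature, was the read-out. Beforehand, 2,000 cells per well were exposed for 16 hr at 37 °C to 5-fluorouridine together with compound or vehicle.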
USP2a block – USP2a (human) protease inhibition; O75604; USP2 core, Ub-CHOP2 coupled fluorogenic reporter, 485/531; Potency, µM (titrated, usually from 38.3 µM), for inactives: at the highest dose activity change, negative = inhibition, most hits filed as inhibitors; 0.01% of 330,000 active;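 also: potency is read from the fitted curve at half-maximal effect; plate controls were DMSO wells for no effect and full inhibition by NEM control for full effect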
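USP2 core (10nM final) preincubated 30min RT with compound in 20mM Tris-HCl pH 8.0, 2mM CaCl2, 2mM beta-mercaptoethanol, 0.05% CHAPS; 25nM Ub-CHOP2 plus 25nM reporter substrate added, fluorescence (Ex485/Em531) read after 60min.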
TCR act – activators of T cell receptors | AID 504894 | Potency, µM (series often up to 9.22 µM), without a hit: at the highest dose activation of IL-2 secretion, most hits filed as activators | 330,000 tested, under 10 active | primary human leukocytes, anti-CD3, IL-2 HTRF, 48 h; also: % of control where 0% means no effect
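Using a-CD3 beads without co-stimulation, primary human leukocytes were exposed to compounds for 48 hr. An HTRF IL-2 kit measured the cytokine, with europium-to-d2 energy transfer producing emission at 665nm upon 320nm excitation.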
TRPV1 ag – human TRPV1 agonism. activation, % at 8.33 µM. 0.19% of 320,000 active. TRPV1-expressing cells, Fluo-8 calcium influx, agonist mode. Q8NER1; in the data active = activation above about 80%; inconclusive = between about 30% and that limit; also: 0% is about no effect
Target sequence (Q8NER1 whole entry, looked up): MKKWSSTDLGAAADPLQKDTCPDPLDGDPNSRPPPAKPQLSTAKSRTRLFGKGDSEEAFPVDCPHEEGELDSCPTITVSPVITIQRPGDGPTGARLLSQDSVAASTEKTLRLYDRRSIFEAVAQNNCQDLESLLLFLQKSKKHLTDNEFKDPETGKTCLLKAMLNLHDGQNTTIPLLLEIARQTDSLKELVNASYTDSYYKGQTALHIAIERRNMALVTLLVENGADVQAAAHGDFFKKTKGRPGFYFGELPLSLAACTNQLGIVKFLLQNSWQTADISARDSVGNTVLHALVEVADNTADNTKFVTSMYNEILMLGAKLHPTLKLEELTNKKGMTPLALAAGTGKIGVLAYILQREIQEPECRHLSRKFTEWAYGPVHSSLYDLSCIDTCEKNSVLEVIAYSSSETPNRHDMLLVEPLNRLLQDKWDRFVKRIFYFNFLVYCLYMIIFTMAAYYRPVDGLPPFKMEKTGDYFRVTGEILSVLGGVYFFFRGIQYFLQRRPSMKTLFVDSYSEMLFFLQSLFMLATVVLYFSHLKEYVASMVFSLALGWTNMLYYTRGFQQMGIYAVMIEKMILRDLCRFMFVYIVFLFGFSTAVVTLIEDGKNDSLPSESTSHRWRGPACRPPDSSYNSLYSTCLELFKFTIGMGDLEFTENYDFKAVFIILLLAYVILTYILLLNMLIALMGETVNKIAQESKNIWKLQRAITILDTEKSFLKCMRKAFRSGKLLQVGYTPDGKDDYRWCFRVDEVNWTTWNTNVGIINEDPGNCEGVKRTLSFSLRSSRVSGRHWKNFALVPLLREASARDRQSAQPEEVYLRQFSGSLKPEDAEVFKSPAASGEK
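TRPV1-expressing cells were cultured overnight at 35.5C and loaded with Fluo-8 calcium dye for 40 to 90 min at room temperature. After a 10 s baseline, compound was added and calcium influx was read kinetically for 3 min (ex 480/em 520 nm).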
A-T KAP1 phos – potential ataxia-telangiectasia treatment; Potency, µM (doses to about 57.5 µM), without a hit: top-dose activation, hits mostly activators; […] A-T fibroblasts, KAP-1 phosphorylation AlphaLISA; neocarzinostatin DNA damage 30 min before lysis; 0.19% of 320,000 active; also: potency is read from the fitted curve at half-maximal effect; % of control where 0% means no effect; nearly all actives have a fitted effect of over 45% in size
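ATM-like activity read as KAP-1 phosphorylation via AlphaLISA donor/acceptor antibody pairs after lysis and 6 hr at 25C. Cells were ATM-null patient fibroblasts ([…], hTERT), dosed 60 min, then exposed to the DSB inducer NCS for 30 min.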
Mito fusion yeast – inhibitors of mitochondrial division or activators of mitochondrial fusion. AID 485298. S. cerevisiae fusion-defective mutant growth rescue, CellTiterGlo 48 h. 0.23% of 320,000 active. Potency, µM (highest dose often 46.1 µM), for inactives: top-dose growth rescue (activation), actives largely listed as activators;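 also: potency is read from the fitted curve at half-maximal effect; % of control where 0% means no effect; nearly all actives have a fitted effect of over 45% in size; temperature-sensitive fusion mutants such as fzo1-1 at 37 °C on non-fermentable ethanol glycerol medium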
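Read-out: ATP-based luminescence (CellTiterGlo, 10 min ambient) reporting growth of fusion-defective ts yeast after 48 hours at 37C on glycerol/ethanol YPEG medium in the presence of compound.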
Active calls of the source: *; ? = inconclusive; nt = no result given; [ ] = another dose, or the depositor's remark. Unless noted, calls follow the shape of the dose curve; as a rule, active = well fitted curve in the direction sought with a large enough effect; inconclusive = small, poorly fitted or top-dose-only effect, or another doubt; inactive = no such curve, though single readings can be large; an effect the other way counts as inactive or inconclusive.

SMILES	KCNH2 3.1 block	TSHR antag	hERG WT inh	Eya2 phos inh	ELG1 repair inh	USP2a block	TCR act	TRPV1 ag	A-T KAP1 phos	Mito fusion yeast
N#CC1(NC(=O)CSc2ccccn2)CCCCC1	1	15	-12	2%	3%	1%	-2%	-2	5%	1%
O=C(N/N=C/c1ccc(N2CCCCC2)o1)c1ccccc1	-10	11	-2	2%	-17%	-5%	5%[46.1 µM]	-7	5%	-3%
Cc1ccc(CN2CCN(C(=O)c3ccncc3)CC2)cc1	0	-11	-4	3%	-1%	-1%	5%	-2	7%[11.5 µM]	-1%
CCOC(=O)COc1cccc2c(=O)n(CC(=O)N3CCC(C)CC3)ccc12	-18	-13	4	-16%	-1%	1%	5%	0	-2%	-7%
CCCCNC(=O)c1nnn(-c2ccccc2)c1N	11	4	-6	0%	?	-1%	2%[46.1 µM]	1	4%	-2%
Cc1cc(C)nc(N2CCC(C(=O)Nc3cccc(C(F)(F)F)c3)CC2)n1	-1	-18	-2	-3%	?	3%	0%	17	3%	2%
C#CCOCCOCCOCCNc1nc(N2CCN(C(=O)CCCCCCCCCCNC(=O)[C@H](CCCN=C(N)N)n3cc(C[C@@H](C)CC)nn3)CC2)nc(N2CCN(C(=O)CCCCCCCCCCNC(=O)[C@@H]([C@H](C)CC)n3cc(CCCCCN)nn3)CC2)n1	nt	-13	nt	?	?	10µM*	nt	3	-6%	-4%
COc1ccc(CCNC(=O)C(C)Sc2ccc(C)cc2)cc1OC (stereo not drawn)	6	4	3	-3%	-5%	2%	-1%[46.1 µM]	?	-2%	4%
CCOc1ccccc1CN1CCNC(=O)C1CC(=O)NCCN1CCOC1=O (stereo not drawn)	-11	7	-16	2%	8%	0%	-3%	4	-3%	-4%
COC(=O)NNC(=O)/C=C/c1ccccc1	-10	-10	6	-3%	1%	2%	2%[46.1 µM]	2	3%	-3%
CC1(C)Oc2ccc3ccc(=O)oc3c2/C(=N/O)C1=O	7	7	-1	-2%	2%	-7%	1%	8	3%	6%
Cn1nc(-c2ccccc2)cc1NS(=O)(=O)c1ccccc1	2	-2	2	-11%	-8%	0%	0%	0	-1%	9%
Cc1nn(-c2ccccc2)c(NC(=O)C(C)C)c(-c2ccccc2)c1=O	11	1	3	2%	0%	-1%	-1%	1	-2%	2%
Cc1ccc(S(=O)(=O)NCCN2CCNC2=O)cc1	9	-1	-1	-17%	5%	-2%	1%	0	2%	1%
COc1ccc(-c2nn(-c3ccccc3)cc2C(=O)NC(=S)N2CCOCC2)cc1OC	-18	21	-6	7%	21µM*	2%	-3%	13	3%	0%

Overlap with the part before: three compounds, then new ones.
SMILES	KCNH2 3.1 block	TSHR antag	hERG WT inh	Eya2 phos inh	ELG1 repair inh	USP2a block	TCR act	TRPV1 ag	A-T KAP1 phos	Mito fusion yeast
Cc1nn(-c2ccccc2)c(NC(=O)C(C)C)c(-c2ccccc2)c1=O	11	1	3	2%	0%	-1%	-1%	1	-2%	2%
Cc1ccc(S(=O)(=O)NCCN2CCNC2=O)cc1	9	-1	-1	-17%	5%	-2%	1%	0	2%	1%
COc1ccc(-c2nn(-c3ccccc3)cc2C(=O)NC(=S)N2CCOCC2)cc1OC	-18	21	-6	7%	21µM*	2%	-3%	13	3%	0%
Cn1nc(C(C)(C)C)c([N+](=O)[O-])c1C(=O)NC(C)(C)C	6	-3	0	-3%	2%	7%	-1%[46.1 µM]	8	-2%	-8%
COC(=O)N[C@H](CC(C)=O)c1cccc(C(F)(F)F)c1	14	3	-5	11%	32%	1%	-3%	-2	-10%	-5%
CSc1nc(NCc2ccco2)c2sc3nc(C(C)C)c4c(c3c2n1)CC(C)(C)OC4	4	-4	7	-16%	?	3%	0%	9	1%	2%
COc1cc(C)nc(OCCNS(=O)(=O)c2cc(C)ccc2C)n1	2	14	-6	12%	-14%	-1%	-61%	0	-1%	0%
O=C1CSC(=S)N1c1cccc(Br)c1	12	-9	0	5%	-1%	-7%	0%	2	7%	23%
COc1ccc(C(=O)/C=C2\NCC3c4ccccc4CCN3C2=O)cc1 (stereo not drawn)	11	10	0	-1%	?	2%	1%	3	7%	-1%
COc1ccccc1NC(=O)c1c(N=Cc2ccccc2O)cnn1C	nt	6	nt	2%	-7%	0%	nt	6	0%	2%
CCN1CCN(c2cc3c(nn2)Oc2ccccc2N3C)CC1	3	-14	4	5%	?	4%	3%	-1	11%	0%
N=c1c2c(-c3ccccc3)c(-c3ccccc3)n(Cc3ccco3)c2ncn1CCO	-8	10	18	-9%	-3%	2%	-1%[46.1 µM]	-1	4%	1%
Cc1ccc(-c2noc(CN3C(C)CCCC3C)n2)cc1 (stereo not drawn)	-5	7	-3	-35%	22%	-1%	-4%	-2	19%	-2%
COc1ccc(-c2nc(CS(=O)CC(=O)NC3CCCCC3)c(C)o2)cc1OC (stereo not drawn)	20	-1	1	0%	15%	4%	-5%	-3	-13%	-4%
COc1ccc(-c2ccc(S(=O)(=O)N3CCOCC3)cc2)cc1	10	-5	-1	-3%	-4%	-7%	4%	3	0%	2%
CCCCn1c(N)c(N(CCC(C)C)C(=O)c2ccc(C)o2)c(=O)[nH]c1=O	0	-3	-9	4%	?	0%	0%	1	-8%	-2%
O=c1[nH]c(CN2CCN(c3ccccc3O)CC2)nc2scc(-c3ccccc3Cl)c12	7	-9	-5	-2%	21µM*	-1%	8%	2	1%	-16%
CC1(C)CC(=O)C=C(NCc2ccc(C(=O)O)cc2)C1	-8	3	5	5%	3%	0%	6%	-2	9%	0%
CC(C)n1c(C(O)c2ccccc2)nc2ccccc21 (stereo not drawn)	-5	-1	2	3%	?	0%	4%	-1	31%	6%
O=C(CSc1nccc2ccccc12)N1CCN(c2ccccn2)CC1	1	-7	-9	-1%	-7%	0%	14%	6	5%	3%
COc1ccc(OC)c(Cc2nnc(CCC(=O)N3CCN(C4CCCC4)CC3)o2)c1	4	16	1	12%	?	1%	nt	-4	9%	-3%
CS(=O)(=O)Nc1ccccc1C(=O)NCCSCc1ccccc1	19	-10	-8	-3%	-4%	2%	-1%	0	4%	2%
CC(=O)c1c(C)[nH]c(C(=O)N2CCN(S(=O)(=O)c3ccc(C)cc3C)CC2)c1C	-43	-8	12	-21%	?	3%	nt	0	-9%	-5%
CCCC(c1nnnn1CCOC)N1CCN(C(=O)c2ccco2)CC1 (stereo not drawn)	13	-7	2	-10%	10%	5%	2%	-3	4%	-2%
Cc1ccc(-c2cn3cccc(C)c3n2)cc1	-3	1	-7	-8%	?	0%	-1%	15	2%	-8%
C[C@H](NC(=O)c1nc[nH]c1C(=O)N1CCc2ccccc2C1)c1ccccc1	nt	-9	nt	-23%	-7%	2%	8%	-3	2%	0%
CCn1cc(C(=O)OCC(=O)Nc2cccc(Cl)c2Cl)c(=O)c2ccc(C)nc21	7	6	17	6%	4%	-1%	10%	1	1%	4%
Cc1ccc(NC(=O)Cc2noc3ccccc23)c(C)c1	6	30	4	-6%	?	3%	-21%[46.1 µM]	0	8%	9%
CC(C)OP(=O)(OC(C)C)/C(C=O)=N\Nc1ccc([N+](=O)[O-])cc1	-7	-9	-3	-1%	23µM*	0%	0%	9	11%	5%
COc1cccc(C(=O)COc2ccc3ccc(=O)oc3c2)c1	-2	4	6	-3%	5%	2%	2%	4	1%	0%
O=C(O)CCc1nnc(SCC(=O)Nc2ccc(Br)cc2)[nH]c1=O	9	-3	-2	1%	5%	10%	0%	-2	4%	-5%
COc1ccc(O)c(/C=N/NC(=O)CCC(=O)Nc2ccc(C)cc2)c1	-24	-2	24	7%	?	2%	0%	20	-4%	-7%
CCN1C(=O)C2C(C1=O)N1C(c3cccs3)C3C(=O)N(CC)C(=O)C3N1C2c1cccs1 (stereo not drawn)	15	-15	-2	26%	-9%	1%	3%	-2	8%	0%
Cn1nnc(C(O)CN2CCOCC2)n1 (stereo not drawn)	-3	1	-3	-2%	0%	2%	-1%	-3	12%	2%
C=CCC1[C@H](C)[C@H]2[C@@H]3CC[C@@H](C3)[C@H]2CN1S(=O)(=O)c1ccc(C)cc1 (stereo partly drawn)	-14	-29	3	-4%	3%	1%	-2%[46.1 µM]	nt	6%	nt
C=CCNC(=O)c1cnc2n(c1=O)CCS2	14	6	-7	-3%	7%	2%	0%[46.1 µM]	-1	14%	-3%
O=C(CC1(O)C(=O)Nc2ccccc21)c1cccc(Br)c1 (stereo not drawn)	13	-2	-5	2%	2%	4%	-6%[46.1 µM]	-3	3%	-9%
COc1cc2c(cc1OC)-c1n[nH]c(=S)n1C(C)(C)C2	-13	-2	-6	0%	?	-2%	2%	0	-4%	2%
CN(C)c1nc(SCCOC(=O)c2ccccc2)nc(N(C)C)n1	12	-2	4	-17%	6%	-1%	-8%	17	-4%	9%

Not all compounds are listed; count on the stated rates, not on these rows.
